# Source: PubChem BioAssay (NCI)
# Growth percent in the NCI-60 one-dose screen (48 h, 10 µM unless noted): 100 = growth as untreated, 0 = no growth, -100 = all killed.
# ACHN: ACHN renal cancer; 4.9% of 81,000 active; AID 1794771
# OVCAR-4: OVCAR-4 ovarian cancer cells | 3.7% of 80,000 active
# OVCAR-5: OVCAR-5 ovarian cancer; 2.9% of 82,000 active; AID 1794783
# OVCAR-8: OVCAR-8 ovarian cancer | 4.4% of 81,000 active | AID 1794782
# OVCAR-3: OVCAR-3 ovarian cancer; AID 1794787; 7% of 79,000 active
# A498: A498 renal cancer cells; 5.4% of 76,000 active
# RXF 393: RXF 393 renal cancer cells; AID 1794773; 6.9% of 77,000 active
# SK-OV-3: SK-OV-3 ovarian cancer cells | 3.2% of 80,000 active | AID 1794785
# IGROV1: IGROV1 ovarian cancer. 4.7% of 79,000 active. AID 1794786
# * = called active by the depositor; · = not tested or not shown; [ ] = remark or other dose. The calls were made as follows: active = growth percent below 10; inactive = the rest.
SMILES,ACHN,OVCAR-4,OVCAR-5,OVCAR-8,OVCAR-3,A498,RXF 393,SK-OV-3,IGROV1
COc1cc(CNC(=O)/C=C/c2ccc3c(c2)OCO3)ccc1OCc1cn(-c2ccc([N+](=O)[O-])cc2)nn1,90,76,98,90,108,113,72,99,107
COc1cc(-c2c(-c3ccccc3)c[nH]c2C(=O)NCCO)cc(OC)c1OC,103,104,107,103,114,91,·,135,97
COc1ccc(-c2cc(C(=O)N3N=C(c4ccc(N)cc4)CC3c3ccccc3)c3ccccc3n2)cc1 (centres undefined),38,65,65,47,11,29,51,35,50
COc1cc(/C=C(\C#N)C(=O)N2c3ccccc3Sc3ccc(SC)cc32)cc(OC)c1OC,102,97,101,101,105,99,89,92,98
COC(=O)c1nc(-c2ccccc2)oc1S(=O)(=O)n1nc(C)cc1N,-86*,104,103,95,20,100,104,106,61
COc1ccc(C(=O)COc2ccc(C(C)=O)cc2OC)cc1OC,103,106,107,104,111,103,119,112,112
N#Cc1sc2nc(-c3cc4ccccc4o3)cc(-c3ccc(Cl)cc3)c2c1N,81,109,114,95,112,122,123,108,·
C=C/C=N/Nc1ccc([N+](=O)[O-])cc1[N+](=O)[O-],71,108,104,105,103,99,109,81,94
CCn1c2ccc(Br)cc2c2c3c(c4c5ccccc5ccc4c21)C(=O)N(O)C3=O,108,100,98,105,107,94,109,108,94
C=C(C)[C@@H]1CC[C@]2(C(=O)OC)CC[C@]3(C)[C@H](CC[C@@H]4[C@@]5(C)C/C(=C/c6ccco6)C(=O)NC(C)(C)[C@@H]5CC[C@]43C)[C@@H]12,94,91,103,97,103,92,109,102,93
CN(C(=O)Nc1cccc([N+](=O)[O-])c1)c1ccccc1,102,96,100,109,109,50,107,105,112
O=C(c1ccc2c(c1)C(=O)NC2=O)c1ccc2c(c1)C(=O)NC2=O,100,100,106,97,116,108,104,111,103
CN(C)/C=C1\CC(C(=O)NCc2ccc(Cl)cc2Cl)N(c2cccs2)C1=O (centres undefined),102,95,94,95,106,·,101,82,112
O=C(CC(=O)C(F)(F)C(F)(F)C(F)(F)F)c1cccs1,117,·,102,103,·,96,99,102,112
C[C@]12CCC3c4ccc(OC(=O)c5ccccc5)cc4CCC3C1CC[C@@H]2O (some centres undefined),·,88,·,93,98,94,101,108,104
Cc1ccccc1NC(=O)C(=O)Nc1ccccc1C,104,98,102,121,175,194,·,110,·
O=c1nc2c(-c3nc4ccccc4s3)n[nH]n2c2sc3c(c12)CCCC3,105,115,120,94,95,103,·,92,101
CSC1=C(C#N)C(=N)N2C(=NN1)Sc1c(C)ccc(C)c12,97,·,116,111,112,105,127,102,104
C=CCn1c2c(c3ccccc31)CC1CN(C3CCCCC3)C(=O)C1C2C(=O)O (centres undefined),101,100,101,102,103,93,106,112,98
COc1ccc2cc([C@H](C)C(=O)Oc3cc(C)ccc3C(C)C)ccc2c1,99,103,108,103,105,·,121,·,109
CC(C)C[C@H](NC(=O)CNC(=O)[C@H](C)NC(=O)[C@H](CCCNC(=N)N)NC(=O)[C@H](CO)NC(=O)[C@H](CO)NC(=O)[C@H](CCCNC(=N)N)NC(=O)[C@@H](N)CO)C(=O)N[C@H](CCC(N)=O)C(=O)N[C@@H](Cc1ccccc1)C(=O)N1CCC[C@H]1C(=O)N[C@H](C(=O)NCC(=O)N[C@@H](CCCNC(=N)N)C(=O)N[C@H](C(=O)N[C@H](Cc1cnc[nH]1)C(=O)N[C@@H](CCCNC(=N)N)C(=O)N[C@@H](Cc1cnc[nH]1)C(=O)N[C@H](CC(C)C)C(=O)N[C@@H](CCCNC(=N)N)C(=O)N[C@@H](CCCCN)C(=O)O)C(C)C)C(C)C,101,103,103,102,106,·,102,107,105
Cc1ccc(S(=O)(=O)NCCC(CC(C)c2cc3ccccc3s2)c2ccccc2)cc1 (centres undefined),98,91,105,101,97,104,112,140,94
C(=C\c1ccccc1)/CN1CCN(C(c2ccccc2)c2ccccc2)CC1,95,87,101,86,114,70,81,108,122
Nc1ccc(N)c(N)c1,109,108,108,99,101,105,116,107,108
CC(C)(N)COC(=O)c1ccccc1,107,107,104,94,98,94,108,100,102
CC(C)C[C@@H](CO)N(Cc1ccccc1)S(=O)(=O)N(Cc1ccccc1)[C@@H](CO)CC(C)C,102[1 µM],116[1 µM],101[1 µM],99[1 µM],119[1 µM],91[1 µM],98[1 µM],114[1 µM],117[1 µM]
N#C/C(=C\c1ccccc1Br)C(=O)c1ccccc1,91,102,94,109,99,95,99,107,104
COc1cc(OC)c(OC)cc1O,106,104,108,101,110,99,·,112,111
COc1ccc(/C=N/NC(=O)Cn2nc(Cc3ccc([N+](=O)[O-])cc3)c3onc(C)c3c2=O)cc1,70,71,87,78,91,99,·,109,90
CCCc1nc(N)nc(N)n1,103,105,109,·,119,118,·,96,101
CCCCN(CCCC)CCCNC(=O)OCC,99,96,96,107,108,104,91,107,107
CCCC(=O)c1ccco1,102,101,97,97,99,95,129,115,106
Cc1ccc(-c2cc(NS(=O)(=O)/C=C/c3ccccc3)n[nH]2)cc1,101,99,98,91,88,84,97,103,95
COc1cccc([N+](=O)[O-])c1,103,107,111,102,95,97,98,99,107
COc1ccccc1CNC(=O)CCn1c(=O)[nH]c2ccsc2c1=O,98,99,100,105,111,106,107,103,108
O=C(Nc1ccccc1Cl)OCC#CCOC(=O)Nc1ccccc1Cl,98,110,101,105,114,113,98,99,98
COc1c(O)c(O)cc2c3c(oc12)CC(c1ccc(Cl)cc1)CC3=O (centres undefined),33,67,103,56,59,97,102,77,43
O=C(Nc1ncc(Cc2ccc(Br)cc2)s1)C1=NCCCN1,103,103,98,107,120,105,118,102,105
C1CN(SSN2CCOCC2)CCO1,-70*[100 µM],-52*[100 µM],36[100 µM],-25*[100 µM],-82*[100 µM],76[100 µM],-63*[100 µM],101[100 µM],55[100 µM]
O=c1/c(=C/C=C/c2ccccc2)sc2nc3ccccc3n12,110,101,105,104,107,72,112,115,107

# Next part, overlapping the part above by four compounds.
SMILES,ACHN,OVCAR-4,OVCAR-5,OVCAR-8,OVCAR-3,A498,RXF 393,SK-OV-3,IGROV1
COc1c(O)c(O)cc2c3c(oc12)CC(c1ccc(Cl)cc1)CC3=O (centres undefined),33,67,103,56,59,97,102,77,43
O=C(Nc1ncc(Cc2ccc(Br)cc2)s1)C1=NCCCN1,103,103,98,107,120,105,118,102,105
C1CN(SSN2CCOCC2)CCO1,-70*[100 µM],-52*[100 µM],36[100 µM],-25*[100 µM],-82*[100 µM],76[100 µM],-63*[100 µM],101[100 µM],55[100 µM]
O=c1/c(=C/C=C/c2ccccc2)sc2nc3ccccc3n12,110,101,105,104,107,72,112,115,107
COc1cccc2c1O/C(=C\c1c([N+](=O)[O-])ncn1C)C2=O,89,106,108,94,106,100,113,93,97
COc1ccc(Cn2c(Br)c3c(c2-c2ccccc2)CCc2sc(NC(=O)c4ccc(OC)cc4)nc2-3)cc1,93,89,106,105,87,102,82,112,94
COc1ccc(C2=Nn3c(N=Nc4c(O)n(C)c5ccc(Br)cc45)nnc3SC2)cc1,83,79,109,88,78,77,89,91,79
Cc1c(C)c([N+](=O)[O-])c(C)c([N+](=O)[O-])c1C,118,99,104,104,109,94,108,114,104
O=C1NC(=O)/C(=C/c2ccc(O)cc2)N1,96,98,94,94,106,96,103,104,100
CCC(=O)Oc1ccc(/C(=C(/C)Cc2cccc(OC)c2)c2ccc(OCCN3CCCC3)cc2)cc1,100,96,93,97,98,101,90,96,96
N[C@H]1CCC[C@@H]1NCCCCN1C(=O)c2cccc3cc([N+](=O)[O-])cc(c23)C1=O,22,45,74,37,53,63,44,42,34
O=C1c2ccccc2-c2cn(Cc3ccccc3)c3cccc(c23)C1c1ccccc1 (centres undefined),88,81,96,89,95,104,106,98,102
O=c1c(O)c(-c2ccc(O)c(O)c2)oc2cc(O)ccc12,82,117,111,99,108,80,91,100,107
CC1Cc2c(ncn3c(-c4cccnc4)nnc23)N(C)c2ccccc21 (centres undefined),96,97,105,88,99,64,99,109,·
Oc1ccc2ccccc2c1/C=N/N=C/c1c(O)ccc2ccccc12,92,99,92,106,123,93,103,99,84
Nc1ncc(-c2ccc(NS(=O)(=O)c3ccc(Cl)cc3)cc2)[nH]1,97,88,89,90,·,69,105,94,86
CC(=O)c1ccc(Nc2nc(SCC(=O)Nc3nc4ccc(C)cc4s3)nc(-c3ccccc3)c2C#N)cc1,46,48,97,54,83,87,67,88,68
N#C/C(=C\c1ccc(-c2ccc(Cl)cc2)o1)C(=O)Nc1ncc(Cc2ccc(Cl)cc2)s1,6.0*,-57*,30,8.4*,-50*,70,109,59,28
C/C(=N/O)c1ccc(F)cc1,-10*,95,80,86,132,111,64,85,85
C/C=C\CSc1ncnc2nc[nH]c12,92,91,81,111,115,90,106,108,102
O=C(c1nc2ccccc2[nH]1)C1C(c2ccccc2O)C2CC3CCCC[C@H]3N2[C@@]12C(=O)Nc1cc(Cl)ccc12 (some centres undefined),62,57,76,82,64,·,65,90,49
Nc1nc(Nc2cccnc2)nn1Cc1ccccc1,102,104,104,100,108,114,104,·,97
COc1cc(/C(=C2/O[C@@H]([C@H]3COC(C)(C)O3)[C@H]3OC(C)(C)O[C@@H]23)c2cccc(N)c2)cc(OC)c1OC,103,107,88,96,112,·,·,94,135
CC(C)C(OB(OC(C(C)C)C(C)C)OC(C(C)C)C(C)C)C(C)C,102,106,104,98,108,103,105,113,110

# One compound at a time (already shown). Screens in order: ACHN	OVCAR-4	OVCAR-5	OVCAR-8	OVCAR-3	A498	RXF 393	SK-OV-3	IGROV1
# C/C=C\CSc1ncnc2nc[nH]c12 is listed with 92	91	81	111	115	90	106	108	102
# COc1cccc2c1O/C(=C\c1c([N+](=O)[O-])ncn1C)C2=O is listed with 89	106	108	94	106	100	113	93	97
# N[C@H]1CCC[C@@H]1NCCCCN1C(=O)c2cccc3cc([N+](=O)[O-])cc(c23)C1=O is listed with 22	45	74	37	53	63	44	42	34
# Nc1nc(Nc2cccnc2)nn1Cc1ccccc1 is listed with 102	104	104	100	108	114	104	·	97
# CCC(=O)Oc1ccc(/C(=C(/C)Cc2cccc(OC)c2)c2ccc(OCCN3CCCC3)cc2)cc1 is listed with 100	96	93	97	98	101	90	96	96

# Carrying on:
SMILES,ACHN,OVCAR-4,OVCAR-5,OVCAR-8,OVCAR-3,A498,RXF 393,SK-OV-3,IGROV1
Nc1ncc2c(n1)-c1cccn1CC2,104,110,95,104,112,72,99,106,112
CCOC(=O)c1csc2ncc(-c3ccc(C)cc3)n12,94,99,108,100,98,·,118,98,76
O=C(Nc1ccc(Cl)cc1F)c1cc(Br)ccc1O,2.8*,14,22,9.5*,9.6*,-63*,7.9*,-0.5*,20
O=C(Nc1ccc(-c2ccccc2)cc1)C(F)(F)F,104,118,97,108,104,82,109,104,111
CCOC(=O)c1cccc(NC2=CC(=O)C(C)=C(C)C2=O)c1,107,97,104,103,104,92,99,108,106
CC(=O)N1C(=O)C2(NCC(C)N2)c2ccccc21 (centres undefined),102,·,99,104,111,109,105,110,120
Cc1ccc(S(=O)(=O)OCCCCCOS(=O)(=O)c2ccc(C)cc2)cc1,97,106,114,85,90,77,150,119,97
O=c1oc2ccccc2cc1-c1csc(N/N=C/c2cc3ccccc3nc2Cl)n1,101,·,99,103,108,·,111,·,93
COc1cc(/C=C/C(=O)O)ccc1OC(C)=O,100,100,90,106,110,·,122,102,100
C[C@@H]1[C@H]2C[C@@H](C[C@H]1NCc1nc3ccccc3n1C1CCCCCC1)C2(C)C,60,72,86,75,64,89,19,90,76
Cc1cc(N)c2cc(N)ccc2n1,109,104,107,103,107,82,91,107,104
CC(C)(C)C(=O)OCOP(=O)(OCOC(=O)C(C)(C)C)C1CCCN(OC(=O)c2ccccc2)C1=O (centres undefined),16,32,65,7.4*,7.3*,11,·,21,5.3*
O=C(Nc1ccccc1)C1=COCCS1,96,96,111,97,100,98,105,75,87
CCOc1ccc(Nc2cc([N+](=O)[O-])ccc2C(=O)O)cc1,102,104,106,95,111,97,111,98,117
C=C/C(C)=C/C[C@]1(C)[C@H](C)[C@@H](OC(=O)CCC)[C@H](O)[C@@]23C(=C[C@H](OC)C[C@@H]12)[C@@H](OC(=O)CCC)O[C@H]3OC(C)=O,-94*,-2.1*,-41*,-60*,-87*,·,-89*,-90*,-9.7*
COc1cc(-c2csc(NC(=O)Nc3cc(C(F)(F)F)cc(C(F)(F)F)c3)n2)cc(OC)c1OC,4.3*,21,30,19,-4.0*,10,47,0.5*,35
N#C/C(=C\c1ccccn1)c1cc2ccccc2[nH]1,97,61,101,91,89,80,96,88,89
O=c1c2c(Nc3ccccc3)[nH]nc2[nH]c(=S)n1-c1ccccc1,98,115,108,107,115,·,125,111,105
Cc1ccc(OC(=O)CCC(=O)Oc2ccc(C)cc2C)c(C)c1,97,112,103,100,106,93,134,108,119
CC(=O)N[C@H](C(=O)N[C@H](Cc1ccccc1)C(=O)N[C@H](CS)C(=O)N[C@H](CCCNC(=N)N)C(=O)N[C@H](CCCNC(=N)N)C(=O)N[C@H](CCCNC(=N)N)C(=O)N[C@H](CCCNC(=N)N)C(=O)N[C@H](CCCNC(=N)N)C(=O)N[C@H](CCCNC(=N)N)C(=O)N[C@H](CCCNC(=N)N)C(=O)N[C@H](CCCNC(=N)N)C(N)=O)[C@@H](C)O,106,95,96,112,112,98,98,121,115
COc1ccccc1-c1ccc(-n2ccnc2)nn1,125,119,109,99,70,104,106,·,100
CCC1S/C(=N\N=C(/C)c2ccc[nH]2)N(c2ccccc2)C1=O (centres undefined),102,104,99,90,90,112,91,123,-49*
